INS promoter inh: TRM-6 insulin promoter activity inhibition; inhibition, % at 2 µM; hit rate 0.9% among 130,000; TRM-6 cells (human fetal islet line), insulin promoter-eGFP reporter, imaging; reporter expression induced with tamoxifen;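 active = inhibition above the mean plus 3 SD, with well images judged a real hit on visual review, cut at about 60% in these data, passing the limit was not always enough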
sdo1 growth: compounds rescuing growth of sdo1-depleted yeast, bone marrow failure model; AID 817; z-score at 10 µM; hit rate 0.21% among 140,000; S. cerevisiae sdo1-depleted JHY4D growth rescue, OD600 30 h; hits give high values; pdr5 snq2 efflux-pump mutant strain;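 active = z-score above 3 at both the 24 hr and the 30 hr optical density reads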;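 also: z-score against mean and SD of all compound wells on the same plate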
sdo1 growth Rescue 24 h: recorded beside sdo1 growth, whose call it bears; z-score; S. cerevisiae sdo1-depleted JHY4D growth rescue, OD600; measured here: growth rescue at 24 h;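 0 is the plate mean of compound wells and units are plate SD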
* = called active by the depositor; / = not tested or not shown.

SMILES	INS promoter inh	sdo1 growth	sdo1 growth Rescue 24 h
CCC(=O)c1cc(F)c(N2CCN(C(=O)Cc3ccccc3)CC2)cc1C	32	-0.73	-0.95
CC(=O)NS(=O)(=O)c1ccc(NC(=O)COc2ccc(C(=O)c3ccccc3)cc2)cc1	29	1.1	0.94
CN1C(=O)/C(=N\OC(=O)c2ccccc2Cl)c2ccccc21	12	/	/
C=C[C@]1(C)C[C@H]1[C@H](NP(=O)(c1ccccc1)c1ccccc1)c1ccccc1	-48	-0.45	-0.06
Cc1nn(CCCC(=O)Nc2ccc(Br)cc2F)c(C)c1[N+](=O)[O-]	15	/	/
CON1C(=O)C(=O)N(OC)C(C)(C)C1C (configuration not stated)	11	0.22	-0.77
NC(=O)C1CCN(c2nc(C3CC3)nc3c2nnn3Cc2ccccc2)CC1	/	-1.5	-1.3
Nc1c(C(=O)Nc2ccc(F)cc2)nnn1-c1cccc(C(F)(F)F)c1	-7	/	/
CCCSc1ccc(-c2nn(-c3ccccc3)cc2/C=C(/C#N)C(=O)N2CCOCC2)cc1	/	0.05	0.96
CC(=O)Nc1ncc2c(n1)CC(c1ccco1)CC2=O (configuration not stated)	18	0.93	0.29
Fc1ccc2c(c1)C(c1ccncc1)=NNC(c1ccccc1)=N2	/	1.1	1.4
O=C(NC1CCCCC1)c1ccc(Cl)c(NC(=O)c2ccccc2F)c1	-17	0.14	-0.07
CCn1cnc2cc(NCc3ccncc3)ccc21	-66	2.3	2.8
CCOc1ccc(NC(=O)c2ccccc2OCC(=O)c2ccc(C)cc2)cc1	-46	-0.48	0.45
COCCn1nnnc1C(c1ccc(Cl)cc1)N1CCSCC1 (configuration not stated)	-58	-0.1	-0.29
CCOCCCn1c(SCC(=O)NCc2ccco2)nc2c(sc3ccccc32)c1=O	53	-0.83	-0.47
Nc1cc(-c2ccccc2)ccc1O	0	-0.81	-0.71
NC(=O)C1(N2CCCCC2)CCN(C(=O)NC2CCCCC2)CC1	/	1.4	1.6
Cc1ccc(C(=O)C2COC(=O)C2)cc1 (configuration not stated)	-38	-0.78	-1.4
S=c1[nH]nc(-c2ccc(Br)o2)n1Cc1ccccc1	-10	-1.9	-2
CCOC(=O)C(NC(=O)CC)(Nc1cc(C)on1)C(F)(F)F (configuration not stated)	/	0.98	0.13
CC(=O)OCC1OC(Sc2cccc3cccnc23)C(OC(C)=O)C(OC(C)=O)C1OC(C)=O (configuration not stated)	/	-1.6	-1.8
CN(CC(=O)Nn1cnnc1)S(=O)(=O)c1ccc(Br)cc1	3	1.6	0.52
CCCCC(=O)Nc1cccc(NC(=O)c2ccccc2Br)c1	19	-1.1	-1.3
CC(=O)NCc1ccc(S(=O)(=O)N/N=C/c2ccc(N(C)C)cc2)cc1	25	0.15	-0.63
CN(C)/C=N/c1nc2nccc(-c3ccc(F)cc3)n2n1	36	/	/
O=C(c1c[nH]c(C(=O)C(Cl)(Cl)Cl)c1)c1ccccc1Br	11	/	/
Cc1cc(C)cc(N=Cc2[nH]c3ccc(Br)c(Cl)c3c2O)c1	-47	-0.18	0.15
COc1cc(/C=N/Nc2nc(=O)[nH]nc2C)cc(OC)c1O	-25	/	/
O=c1c(/C=C(\O)c2ccc(F)cc2)nc2ccccc2n1-c1ccccc1	-128	0.2	1.1
Nc1nc(-c2ccc3ccccc3c2)c(C2(O)C(=O)Nc3c(Br)cc(F)cc32)s1 (configuration not stated)	-42	0.99	1.1
Cc1cc(NS(=O)(=O)c2ccc(N3C(=O)C4C5C=CC(C5)C4C3=O)cc2)nc(C)n1 (configuration not stated)	/	0.54	0.21
COc1ccc(OCCSc2ncccn2)cc1	/	-0.09	-0.11
COc1cccc(-c2cc(C(=O)NCCCn3ccnc3)c3ccccc3n2)c1	-30	0.88	0.56
Cc1ccc(S(=O)(=O)NCC(=O)OCc2nnc(-c3ccccc3)o2)cc1C	57	0.16	-0.42
COc1cccc(C(Nc2ccccn2)c2c(NC(=O)c3ccco3)sc(C)c2C)c1 (configuration not stated)	/	-1.8	-1.6
CCc1cc[n+](/C(C(=S)Nc2cccc(C)c2)=C(/[O-])c2ccc(C)c([N+](=O)[O-])c2)cc1	/	0.31	0.06
CC(=O)c1n[nH]nc1Nc1nc(C)cc(C)n1	43	0.09	-0.11
CC/C(CC(C)(C)c1ccccc1)=N\O	/	-1.9	-0.48
COc1ccc([N+](=O)[O-])cc1NC(=O)/C=C/C(=O)O	-50	-0.38	-0.56
O=C(CSc1nnnn1Cc1ccccc1)NCCc1ccccc1	0	-0.62	-0.43
O=C(/C=C/c1ccccc1[N+](=O)[O-])OCC(=O)c1ccccc1	18	/	/
O=C(COC(=O)CCc1nc2ccccc2s1)NC(=O)NCc1ccco1	48	/	/
CCC(C)Sc1nnc(Cc2cc(=O)[nH]c(=O)[nH]2)n1-c1ccc(OC)cc1 (configuration not stated)	/	0.46	-0.16
O=C(Oc1cncc(Cl)c1)c1ccco1	-7	0.18	0.19
CCc1ccc(OCC(=O)NC(NC(=S)Nc2ccc(Cl)cc2)C(Cl)(Cl)Cl)cc1 (configuration not stated)	7	-1.1	-0.48
COc1ccc(C(=O)N(Cc2ccco2)Cc2cc3cc(C)ccc3[nH]c2=O)cc1OC	21	/	/
Cc1ccc(/C=N/NC(=O)Cn2cnc3ccccc32)o1	/	0.78	0.13
Cc1occc1C(=O)Nc1cccc2ccccc12	-6	-0.49	-0.69
CCCc1[nH][nH]c(=O)c1C(c1ccc(Br)cc1)C(C#N)C#N (configuration not stated)	-24	-0.12	-0.16
O=C(CCC(=O)Nc1ccccc1)NNC(=O)COc1ccccc1	29	1.1	1.4
CCOC(=O)CN1C(=O)C(C)(C)Oc2ccc(C(=O)Nc3ccccc3OC)cc21	-55	-0.42	-0.73
COc1cccc(C2=CC(c3ccc(N(C)C)cc3)n3nnnc3N2)c1 (configuration not stated)	0	-0.44	-0.15
CCC(=O)Nc1ccc(C(=O)N/N=C/c2ccc([N+](=O)[O-])cc2)cc1	-45	-0.41	0.24
C=CCN=C1NN=C(c2cc(C)n(CC=C)c2C)CS1	-24	0.4	0.5
CN(C)C(=O)COc1ccc2ccc(=O)oc2c1	-34	2.6	2.2
CCCCN(c1ccccc1)S(=O)(=O)c1cccc(C(=O)O)c1	-13	/	/
O=c1c2cc(NC(=S)NC3CCN(Cc4ccccc4)CC3)ccc2nc2n1CCCCC2	-7	/	/
O=C(Nc1ncc2c(n1)-c1ccccc1OC2)c1ccc(F)cc1	56	/	/
Cc1ccc(OCc2cn3cccnc3n2)cc1	36	1.6	1.4

Fetched by structure from above (7):
SMILES	INS promoter inh	sdo1 growth	sdo1 growth Rescue 24 h
CN(C)C(=O)COc1ccc2ccc(=O)oc2c1	-34	2.6	2.2
CCc1ccc(OCC(=O)NC(NC(=S)Nc2ccc(Cl)cc2)C(Cl)(Cl)Cl)cc1 (configuration not stated)	7	-1.1	-0.48
CC(=O)c1n[nH]nc1Nc1nc(C)cc(C)n1	43	0.09	-0.11
CCC(=O)Nc1ccc(C(=O)N/N=C/c2ccc([N+](=O)[O-])cc2)cc1	-45	-0.41	0.24
C=CCN=C1NN=C(c2cc(C)n(CC=C)c2C)CS1	-24	0.4	0.5
CCc1cc[n+](/C(C(=S)Nc2cccc(C)c2)=C(/[O-])c2ccc(C)c([N+](=O)[O-])c2)cc1	/	0.31	0.06
O=C(COC(=O)CCc1nc2ccccc2s1)NC(=O)NCc1ccco1	48	/	/

Laid out differently: entries from further up.
O=C(/C=C/c1ccccc1[N+](=O)[O-])OCC(=O)c1ccccc1
  INS promoter inh: 18	sdo1 growth: /	sdo1 growth Rescue 24 h: /

O=C(COC(=O)CCc1nc2ccccc2s1)NC(=O)NCc1ccco1
  INS promoter inh: 48	sdo1 growth: /	sdo1 growth Rescue 24 h: /

(list continues)
SMILES	INS promoter inh	sdo1 growth	sdo1 growth Rescue 24 h
CCC1S/C(=N\S(=O)(=O)c2cccs2)N(C2CCCCC2)C1=O (configuration not stated)	29	0.14	-0.11
Cn1c(O)c(C2=c3ccccc3=NC2=O)sc1=Nc1ccc(Cl)cc1	-71	-2.3	-1.1
Cc1cc(CNC(=O)c2cccc([N+](=O)[O-])c2C)c2ccccc2n1	-8	/	/
Cc1c(NC(=O)C2Cc3ccccc3CN2C(=O)c2ccco2)c(=O)n(-c2ccccc2)n1C (configuration not stated)	/	0.96	1.2
CC(C)NC(=O)CSc1nc(N)c(NC(=O)c2ccccc2F)c(=O)[nH]1	40	1.5	0.28
CC(C)OCC1CC(CC(=O)NC(=S)Nc2cccc([N+](=O)[O-])c2)C(=O)O1 (configuration not stated)	-9	-0.05	-0.89
CN(C)S(=O)(=O)N1CCN(C(=O)c2cccc(Br)c2)CC1	-29	-0.45	-0.58
COc1cccc(C(=O)CC(=O)C(=O)Nc2cc(Cl)c(OC)cc2OC)c1	-17	/	/
O=C(CS(=O)(=O)Cc1ccccc1)NCc1ccco1	33	/	/
Cc1ccc(-n2cc[nH]c2=S)cc1C	-22	-0.28	-1
COc1cccc(Cn2cc(C(=O)NCCN(C)C)nn2)c1	20	/	/
Cc1cc(=O)oc2cc(OCc3cc4c(cc3Cl)OCO4)ccc12	22	-1.1	0.04
COc1cc(/C=C/C(=O)OCC(=O)N2CCC(Cc3ccccc3)CC2)ccc1O	-31	-0.43	-0.04
O=C(NC(NC(=S)Nc1ccc(Cl)cc1)C(Cl)(Cl)Cl)c1ccco1 (configuration not stated)	/	1.1	0.88
O=C(COC(=O)CNC(=O)c1cccc([N+](=O)[O-])c1)Nc1ccccc1OC(F)F	/	1.2	0.4
CCN(C(=O)CN1CCN(c2ccccc2O)CC1)c1c(N)n(Cc2ccccc2)c(=O)[nH]c1=O	43	0.53	0.23
NS(=O)(=O)c1cccnc1Nc1cccc(Cl)c1	50	-0.34	-0.99
COc1ccc(-n2c(=O)c3c4c(sc3n(CC(=O)NCC3CCCO3)c2=O)CCCC4)c(OC)c1 (configuration not stated)	24	/	/
COc1ccc(-c2cc(C(F)(F)F)nc(SCCC(=O)N3CCN4CCCC4C3)n2)cc1 (configuration not stated)	-43	-0.94	-1
CCOC(=O)c1nnn(-c2nc(OC)nc(N3CCCCC3)n2)c1-c1ccccc1	52	-1.2	-0.15
CCOc1ccc(NC(=S)NCCCN2CCN(C3CCCCC3)CC2)cc1	-19	2	0.45
COc1ccccc1C1C(C(N)=O)=C(C)Nc2ncnn21 (configuration not stated)	-31	1.4	1.8
Cc1sccc1C1C(C#N)=C(N)SC(N)=C1C#N	-276	0.67	1.1
OC1(CNCc2cn[nH]c2-c2cc3ccccc3o2)CCCCC1	-44	/	/
O=C1CNC(=O)/C(=C/c2cccs2)N1	8	/	/
COc1ccc2nc(/N=C/c3c(C)[nH]n(-c4ccc(C)cc4)c3=O)sc2c1	52	1.8	1.6
Cc1ccc(NC(=S)N2CCN(Cc3ccccc3)CC2)cc1	-41	/	/
O=C(CSCc1ccc(Cl)cc1)N1CCOCC1	45	1.1	0.66
O=C(COC(=O)C1CCC1)Nc1ccccc1Sc1ccccc1	12	0.1	-0.57
COc1ccc(CCNC(=O)c2cnn3ccccc23)c(OC)c1OC	/	-0.54	-1.2

Some of these compounds in order of length of the SMILES, highest first:
SMILES	INS promoter inh	sdo1 growth	sdo1 growth Rescue 24 h
Cc1cc(CNC(=O)c2cccc([N+](=O)[O-])c2C)c2ccccc2n1	-8	/	/
O=C(CS(=O)(=O)Cc1ccccc1)NCc1ccco1	33	/	/
O=C1CNC(=O)/C(=C/c2cccs2)N1	8	/	/

Going on with the list.
SMILES	INS promoter inh	sdo1 growth	sdo1 growth Rescue 24 h
Cc1cc([N+](=O)[O-])cc2c1-c1ncccc1C2=Nc1ccccc1	19	0.37	0.72
CC(C)(C)N(Cc1ccccc1)C(=O)COC(=O)Cn1cnc2ccccc2c1=O	-9	/	/
COc1cc(N(C(=O)Cc2cccs2)C(C(=O)NC2CCCCC2)c2cccc(OC)c2OC)ccc1-n1cnnn1 (configuration not stated)	10	1	1.9
O=C1[C@@H]2Cc3c([nH]c4ccccc34)[C@@H](c3ccccc3)N2C(=O)[C@@H]2Cc3c([nH]c4ccccc34)[C@@H](c3ccccc3)N12	-86	-0.54	-0.64
Cc1cc(C)nc(SCc2nnc(SCC(=O)Nc3ccc(Cl)c(C(F)(F)F)c3)o2)n1	17	0.22	-0.51
CC(=O)c1cccc(NC(=O)CN(C2CCCCC2)S(C)(=O)=O)c1	0	0.3	0.25
Cc1ccc(Sc2ncccc2C(=O)O)cc1	-13	-1.1	-1.5
CC(C)c1nnc(NC(=O)CSc2ccccc2)s1	50	-0.81	-1.1
O=C(Nc1ccc(Cl)cc1)N(CCCN1CCOCC1)Cc1cccs1	/	-0.09	-0.06
O=C(O)C1CCCN1c1ncccn1 (configuration not stated)	22	-0.67	-1.5
NS(=O)(=O)c1ccc(NS(=O)(=O)/C=C/c2ccccc2)cc1	/	0.6	0.55
COc1ccc2c(c1)OC1(C)CC2C(C(=O)c2ccccc2OC)C(=O)N1 (configuration not stated)	5	-0.42	0.18
CSc1oc(-c2ccco2)nc1S(=O)(=O)c1ccc(F)cc1	/	0.24	-0.27
Cc1nc2[nH]c(=S)n(C)c(=O)c2nc1C	17	0.98	0
O=C(Cc1ccc(F)cc1)N1CCN=C1SCc1ccc([N+](=O)[O-])cc1	/	-0.09	-0.55
CCOC(=O)Cc1nnc(Nc2ccc(C)cc2)c2ccccc12	-17	0.92	1.4

The list is partial. The share of hits here may be higher or lower than overall.
